Compound activity as filed in PubChem.
M1 PAM – positive allosteric modulators of human M1 muscarinic receptor. CHO-K1 hM1, Fluo-8 calcium fluorescence, ACh EC20; 0% = ACh EC20, 100% = maximal ACh. AID 588819. P11229. activation, % at 3 µM. 0.088% of 360,000 active; in the data active means activation above about 19%, passing the limit was not always enough
Target sequence (P11229 whole entry, looked up): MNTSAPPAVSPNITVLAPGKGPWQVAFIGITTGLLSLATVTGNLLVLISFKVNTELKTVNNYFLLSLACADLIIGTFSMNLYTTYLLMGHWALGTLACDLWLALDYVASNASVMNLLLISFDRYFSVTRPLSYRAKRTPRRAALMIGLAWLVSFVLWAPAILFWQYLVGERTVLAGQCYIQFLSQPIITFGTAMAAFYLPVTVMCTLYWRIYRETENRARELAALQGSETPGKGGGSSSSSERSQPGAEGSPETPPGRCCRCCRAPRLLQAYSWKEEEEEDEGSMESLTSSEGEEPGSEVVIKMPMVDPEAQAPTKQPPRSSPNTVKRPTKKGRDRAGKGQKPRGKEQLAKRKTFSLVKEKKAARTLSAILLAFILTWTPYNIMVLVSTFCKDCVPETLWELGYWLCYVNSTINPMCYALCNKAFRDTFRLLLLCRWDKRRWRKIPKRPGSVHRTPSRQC
M1 ag – agonists of human M1 muscarinic receptor. AID 588814. activation, % at 3 µM. 0.33% of 360,000 active. CHO-K1 hM1, Fluo-8 calcium fluorescence, agonist mode; 0% DMSO, 100% acetylcholine EC100;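 active means activation above the run's mean compound activation plus 3 SD, cut at about 16% in these data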;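 further: peak over basal fluorescence ratio within a 140 s kinetic read after compound addition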
M1 antag – human CHRM1 antagonism; P11229; CHO-K1 hM1, Fluo-8 calcium fluorescence, ACh EC80 antagonist; inhibition, % at 3 µM; 1.3% of 360,000 active; AID 588852;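 active means percent inhibition above its own plate's cutoff, namely the mean of that plate's compound wells plus 3 SD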;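 further: peak over basal fluorescence ratio during 140 s after agonist addition; 0% = ACh EC80 plus DMSO and 100% = DMSO alone without agonist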
TAAR1 agonist – human TAAR1 agonism | CHO RD-HGA16 TAAR1, Fluo-8 calcium fluorescence; vehicle wells 0%, saturating PEA agonist 100% | activation, % at 3 µM | 0.99% of 360,000 active;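 active means activation above the mean activation of all test compounds in the run plus 3 SD, cut at about 38% in these data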
Target sequence (Q96RJ0 whole entry, looked up): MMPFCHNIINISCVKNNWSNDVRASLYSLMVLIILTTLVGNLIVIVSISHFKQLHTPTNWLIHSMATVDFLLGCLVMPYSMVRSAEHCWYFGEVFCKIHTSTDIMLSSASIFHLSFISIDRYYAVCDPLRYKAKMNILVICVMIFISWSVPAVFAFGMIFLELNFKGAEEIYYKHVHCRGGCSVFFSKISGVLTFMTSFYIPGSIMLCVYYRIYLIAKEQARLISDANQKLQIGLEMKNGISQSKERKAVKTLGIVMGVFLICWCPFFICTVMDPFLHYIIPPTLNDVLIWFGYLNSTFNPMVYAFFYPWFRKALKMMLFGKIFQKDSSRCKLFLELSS
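Test system: RD-HGA16 (CHO) cells co-expressing Gα16 and hTAAR1; dosing: one-point dosing at 3 µM (nominal); timing: 17-24 h seeding, 75 min 37 °C dye, 30 min RT; signal: kinetic Fluo-8 calcium fluorescence; read-out basis: % activation relative to PEA EC100 response; controls: DMSO and PEA EC100; replicates: n 1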
CHO-K1 Ca PAM – M1 PAM counterscreen hit in parental CHO-K1 cells; ATP EC20, Fluo-8 calcium fluorescence; 0% at ATP EC20, 100% at ATP max; activation, % at 3 µM; 0.02% of 360,000 active;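 active means activation above the run cutoff, the mean activation of all test compounds plus 3 SD, cut at about 40% in these data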;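 further: peak over basal fluorescence ratio in a 140 s read after ATP addition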
M1 ag parental – counter-screen for M1 agonists: effect in parental CHO-K1 cells. Fluo-8 calcium fluorescence; scaled to maximal ATP response, vehicle zero. activation, % at 3 µM. 0.48% of 360,000 active; in the data active means activation above about 15%;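 further: untransfected CHO-K1 host cells lacking M1 receptor as counterscreen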
CHO-K1 Ca antag – M1 antagonist counterscreen hit in parental CHO-K1 cells. ATP-induced calcium, Fluo-8 fluorescence. inhibition, % at 3 µM. 0.6% of 360,000 active. AID 602250;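 active means inhibition above a per-plate cutoff, the plate's mean sample inhibition plus 3 SD, cut at about 24% in these data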;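 further: 0% = DMSO plus EC80 ATP and 100% = DMSO alone without ATP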
TAAR1 antagonist – human TAAR1 antagonism. CHO RD-HGA16 TAAR1, Fluo-8 calcium fluorescence, antagonist. AID 624466. inhibition, % at 3 µM. Q96RJ0. 1.5% of 360,000 active;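 active means inhibition above a per-plate cutoff, the mean inhibition of test compounds on that plate plus 3 SD, cut at about 49% in these data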;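 further: 0% = DMSO plus EC80 beta-PEA response and 100% = DMSO alone without agonist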
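Test system: RD-HGA16 CHO cells with stable hTAAR1 and Gα16 / Probe or stimulus: EC80 β-phenethylamine stimulus / Times: seeding 17-24 h prior, 75-min 37 °C, 30-min RT dye loading / Detection: Fluo-8 calcium-sensitive fluorescence / Read-out basis: % inhibition scaled between DMSO and EC80 PEA controls / Repeats: singlicate, one well per test compound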
CHO parental Ca – signal in parental CHO cells, OX1R antagonist counter-screen; parental CHO-K1, ATP-induced calcium, Fluo-8 fluorescence; inhibition, % at 5.6 µM; 0.63% of 330,000 active; AID 463079;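 active means inhibition above that plate's mean sample inhibition plus 3 SD, cut at about 26% in these data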;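 further: 0% = ATP-challenged DMSO wells and 100% = DMSO wells without ATP; some compounds past the cut are filed as inactive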
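Measured by: calcium-sensitive Fluo-8 fluorescence / Test system: CHO parental line / Controls: ATP-challenged DMSO wells low, unchallenged DMSO wells high / Measure: % inhibition / Compound: single nominal dose of 5.6 µM per compound / Replicates: single well per compound, no replicates / Reagent: ATP as calcium-mobilizing challenge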
* marks the source's active call; other numbers are inactive results; x = no result given.

SMILES	M1 PAM	M1 ag	M1 antag	TAAR1 agonist	CHO-K1 Ca PAM	M1 ag parental	CHO-K1 Ca antag	TAAR1 antagonist	CHO parental Ca
COC(=O)N/N=C\c1ccc(OC/C=C/c2ccccc2)c(OC)c1	0	0	5	1	-16	1.2	-8	13	-15
CCN(CC(=O)NC1CCS(=O)(=O)C1)S(=O)(=O)c1ccccc1Cl (stereo not given)	12	-2	-17	1	16	1.3	-7	-2	13
COc1cc(CCC(=O)N2CCN(S(=O)(=O)c3ccc(C)cc3)CC2)cc(OC)c1OC	17	-3	-18	-2	3	0.0	-14	4	-16
CC1CCN(S(=O)(=O)c2cccc(C(=O)NC3CCCCC3)c2)CC1	1	-6	-5	-3	15	1.7	-16	-14	-14
COc1cccc(-c2nc(-c3ccc(C(=O)O)cc3)no2)c1	11	-2	-2	6	19	0.8	-13	-4	-2
CC1CCN(C(=O)CSc2nnc(-c3ccco3)o2)CC1	0	-5	0	0	-5	-0.1	12	16	4
CCOc1cc(C=O)cc(Cl)c1OCC(N)=O	9	-5	-7	2	17	0.7	-5	-19	1
CCN(C(=O)COC(=O)c1[nH]c(=O)[nH]c(=O)c1N)c1ccccc1	10	-3	-16	0	13	1.5	-20	-11	-7
O=C(c1ccccc1)c1ccc(OCC(O)CN2CCOCC2)cc1 (stereo not given)	-1	-7	-12	10	-5	0.2	13	-13	-5
COc1ccc(-c2ccc3nccn3c2)cc1	-2	-8	-7	9	1	0.2	0	-14	x
OCCC1CN(Cc2cnc(-c3ccccc3)s2)CCN1Cc1ccccc1 (stereo not given)	6	-13	2	14	-2	0.4	9	1	-28
CC1CCCC(C)N1/N=C/c1cc(Br)cc(Br)c1O (stereo not given)	3	-5	5	-1	16	0.7	-9	-27	-6
CCOC(=O)c1c(NC(=O)c2ccc(S(=O)(=O)N3CCOCC3)cc2)sc2c1CC(C)(C)NC2(C)C	21	8	8	0	-28	0.8	12	-14	-22
COc1cccc2c(=S)c(CCC(C)=O)c(C)[nH]c12	8	-7	-8	7	15	0.2	-2	-15	-22
COc1ccc(Cl)cc1N1Cc2ccccc2C1	-3	-3	-4	9	-1	-0.3	-3	13	0
CC(C)C[C@H](NC(=O)c1nc[nH]c1C(=O)NC1CCNCC1)C(=O)OCc1ccccc1	-5	-6	8	3	-9	-0.5	5	6	-5
COc1ccc(-c2noc(CN(Cc3nccn3C)C(C)C)n2)cc1	-2	-8	1	2	3	0.7	-5	-18	-9
Cc1cc(C)c(NC(=S)N(CCCN2CCOCC2)Cc2cccnc2)c(C)c1	8	-4	-12	2	2	0.6	3	-16	-12
CC(C)(Oc1ccc(Cl)cc1)C(=O)Nc1cccc(S(=O)(=O)NC2=NCCC2)c1	3	0	-3	1	-15	0.6	-13	-12	-13
COc1ccc(S(=O)(=O)N2CC(O)CC2C(=O)OCC(=O)Nc2ccc(Cl)cn2)cc1 (stereo not given)	1	-3	-16	11	18	3.6	1	-4	-11
C=CCOC(=O)C1=C[C@H](c2csc3ccccc23)C[C@H](OCCCCO)O1	18	0	-9	6	3	-0.7	-7	-1	-12
Cc1c(NC(=O)c2cccc(S(=O)(=O)N(C)c3ccccc3)c2)c(=O)n(-c2ccccc2)n1C	-20	-7	38*	1	-20	0.8	-9	-1	x
CCCCN(C)c1ccc([N+](=O)[O-])cc1	-3	-6	10	-1	8	-0.7	6	-3	-5
Cc1cc(S(=O)(=O)NC2CCCC2)ccc1-n1cnnn1	3	-4	-5	1	-5	1.0	3	13	-2
COc1ccc(OCC(O)CNC(C)c2ccccc2)cc1 (stereo not given)	0	-4	1	4	21	3.3	-9	-26	-23
CO/N=C/c1ccc(N2CCN(C(=O)c3ccc(C)cc3)CC2)c([N+](=O)[O-])c1	-3	-1	-2	16	11	6.0	-1	25	9
CCOC(=O)[C@]12CCCC=C1N(Cc1cccc3ccccc13)C(=O)[C@H](CC(=O)N1CCN(C(=O)c3ccco3)CC1)C2	x	x	x	9	-6	3.8	-13	11	x
C/C(=N\NC(=O)c1nnn(-c2nonc2N)c1-c1ccc2c(c1)OCO2)c1ccccc1	14	2	-5	60*	-1	0.8	-8	3	-12
CCN(CC)c1nc(C)c2c(c1C#N)CC(C)(C)OC2	2	-5	-5	0	16	-0.2	-13	-21	-21
CC(C)C[C@@H](CNCC(=O)[C@H](CC(C)C)NC(=O)c1[nH]cnc1C(=O)N[C@H](CN)CC(C)C)NC(=O)c1nc[nH]c1C(=O)N[C@@H](CC(=O)O)C(=O)O	-3	-2	8	0	19	0.9	-19	-16	x
COc1cc(O)c2c(c1)OC(c1ccc(O)cc1)CC2=O (stereo not given)	-2	-1	8	0	18	4.2	5	1	-7
COc1ccccc1NC(=O)COC(=O)C1=NN(c2ccccc2)C(=O)CC1	8	4	-9	0	-6	-0.5	-10	-8	-15
CC1CC(C)CN(C(=O)CN2CCN(Cc3ccc(Cl)cc3)C2=O)C1 (stereo not given)	4	-2	-8	32	10	1.7	-16	-4	-13
C/C(=N\NC(=S)NC(C)C)c1ccc2c(c1)OCCO2	3	-9	-5	4	3	0.3	2	-23	-14
CN(C)S(=O)(=O)c1cccc(-n2sc3ccccc3c2=O)c1	-2	2	1	64*	3	1.2	-1	38	1
CCOC(=O)N1CCN(C(=O)COC(=O)c2oc3ccc(OC)cc3c2C)CC1	-5	-2	19	2	-9	-0.6	12	-35	-19
COc1cccc(N(CC(=O)N2CCOCC2)S(C)(=O)=O)c1	11	-1	-14	10	18	2.1	-6	-4	-12
CCCS(=O)(=O)NC(=O)C1(C)CCCN(C(=O)c2ccc(C(=O)OC)cc2)C1 (stereo not given)	5	-4	-5	1	30	0.5	-11	-15	x
Cc1ccc(NCC(=O)N/N=C\c2cccc(O)c2)cc1	10	-6	-6	1	21	0.8	-5	-14	0
CCN(CC(=O)Nc1ccc2c(c1)OCCO2)CC(=O)Nc1ccc(C)c(S(=O)(=O)N(C)C)c1	5	-5	-2	3	5	2.4	-10	5	-22
CCS(=O)(=O)c1ccc2oc(=O)c(/C=C(\O)c3ccc(Cl)cc3)nc2c1	0	-1	1	2	-7	-0.1	-3	-17	1
CCc1nc(N)nc(N)c1-c1ccc(Cl)c([N+](=O)[O-])c1	-7	-7	1	17	-6	0.9	1	-18	x
Cc1cc(NC(=O)CCC(=O)N(Cc2ccco2)C(C(=O)NC2CCCC2)c2ccccc2)no1 (stereo not given)	-11	-4	4	0	-21	1.6	-4	-8	-7
CCCOc1ccc(N2C(=O)CC(S/C(N)=N/N=C(\C)c3cccs3)C2=O)cc1 (stereo not given)	-1	0	-4	4	13	-0.1	-10	-4	-8
COc1ccc(CNC(=O)COc2cc(O)c3c(c2)OC(C)(C)CC3=O)cc1	3	-1	-9	1	-9	1.1	9	11	-4

Entries of single compounds, quoted from the list. Screens in order: M1 PAM	M1 ag	M1 antag	TAAR1 agonist	CHO-K1 Ca PAM	M1 ag parental	CHO-K1 Ca antag	TAAR1 antagonist	CHO parental Ca
COc1cc(O)c2c(c1)OC(c1ccc(O)cc1)CC2=O (stereo not given) reads -2	-1	8	0	18	4.2	5	1	-7
C/C(=N\NC(=S)NC(C)C)c1ccc2c(c1)OCCO2 reads 3	-9	-5	4	3	0.3	2	-23	-14
CCOC(=O)N1CCN(C(=O)COC(=O)c2oc3ccc(OC)cc3c2C)CC1 reads -5	-2	19	2	-9	-0.6	12	-35	-19

Next section.
SMILES	M1 PAM	M1 ag	M1 antag	TAAR1 agonist	CHO-K1 Ca PAM	M1 ag parental	CHO-K1 Ca antag	TAAR1 antagonist	CHO parental Ca
Cc1ccccc1NC(=O)c1cnn(-c2ccccc2)c1C	6	-1	-6	0	-8	0.5	8	0	-17
COc1cccc(C(C(=O)NC(C)(C)C)N(CCc2ccccc2)C(=O)CCC(=O)Nc2cc(C)on2)c1OC (stereo not given)	8	-3	-8	2	-12	-1.4	-5	-17	-27
CCN(CC)S(=O)(=O)c1cc(C(=O)Oc2cccc(-c3cnc4ccccc4n3)c2)ccc1Br	5	-3	-7	0	15	0.2	-5	7	2
O=C1C2(c3ccccc3)CN(CCO)CC1(c1ccccc1)CN(CCO)C2	7	-1	-31	-1	8	-0.1	5	-14	-15
COc1ccc2[nH]c3c(c2c1)CCC/C3=N\N	-2	-4	23	0	-26	0.1	10	-8	-7
Cn1nnc2cc(NC(=O)N3CCN(c4ccccn4)CC3)ccc21	3	-6	-5	1	11	0.1	-6	-11	3
Cc1ccc(CNS(=O)(=O)NCc2ccccc2)cc1	0	-6	-19	1	17	-0.5	-8	-6	-11
CC1CCN(C(=O)c2ccc(S(=O)(=O)N(C)C)cc2)C(C)C1 (stereo not given)	2	-2	-4	5	7	0.8	-25	-3	-3
COc1ccccc1NC(=O)CCn1cccc1	6	-3	-8	6	3	0.3	-24	-3	-6
COc1cccc(C(=O)NCc2ccco2)c1	12	-2	-24	4	-3	0.1	-10	3	0
CC(/C=C/C1(O)C(C)CC(=O)CC1(C)C)OC1OC(CO)C(O)C(O)C1O (stereo not given)	2	-4	-4	0	-16	-0.1	14	4	-10
COc1ccc(S(=O)(=O)N2CCCC2CNC(=O)C(=O)Nc2ccc(F)cc2)cc1 (stereo not given)	-8	-4	6	3	-20	1.1	13	-26	-20
CCc1noc(C)c1C(=O)OCC(=O)Nc1cccc(C)c1	3	-5	-4	0	5	0.4	-13	10	-13
CC1CCCCN1C(=O)c1cccc(NC2=C(Cl)C(=O)N(Cc3ccccc3)C2=O)c1 (stereo not given)	3	0	1	x	-7	3.7	-6	x	-16
Nc1nc(CCl)nc(N(c2ccccc2)c2ccccc2)n1	3	-9	0	3	6	0.1	-6	-7	-12
Cc1cc2c(=O)n(C)c(SCC(=O)Nc3ccccc3C)nc2s1	17	5	-11	0	-1	0.7	-6	-5	-20
COc1ccc(/C=C/C(=O)OCC(=O)NC2CCCC(C)C2C)c(OC)c1 (stereo not given)	-2	-6	8	-2	-16	0.0	2	-2	-15
CCOc1ccc(CN(CCC#N)C(=S)NC(=O)c2ccccc2)cc1	4	-6	2	1	-9	-0.2	10	8	-2
Cc1nc(N)c(C#N)c(-c2cccnc2)c1C	4	-1	-4	9	6	-0.1	-5	-10	-4
Cc1onc(-c2ccccc2)c1C(=O)Nc1ccc2c(C)cc(=O)oc2c1	3	-4	-8	4	12	0.4	-2	9	-6
Cc1cccc(NS(=O)(=O)c2cccc(C(=O)NCC(c3ccco3)N(C)C)c2)c1 (stereo not given)	10	-6	-4	4	4	0.7	7	-11	-14
c1ccc(-c2ccc(CN3CCSCC3)cc2)cc1	2	-5	-11	7	3	1.5	-9	13	2
CN(CC(=O)Nc1ccc(S(N)(=O)=O)cc1)c1ccccc1	-1	-3	1	2	14	0.0	-2	9	1
